# mIAP act – mouse IAP activation | muIAP, CDP-Star luminescence, 30 min; stronger effect = higher value; 1 = vehicle-only enzyme signal, 0 = enzyme-free wells | activation factor at 10 µM | actives 0.24% (n = 330,000) | AID 2805;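 active means activation factor of at least 2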; further: the source names both 10 and 20 µM as test concentration; values of inactives mirror those of a sister screen read the other way
#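 System: Mouse IAP enzyme | Also added: CDP-Star substrate | Dosing: Compounds dispensed in DMSO | Schedule: 30 min enzyme-substrate-compound incubation at room temperature | Technique: Chemiluminescence readout | Control set: DMSO-only wells and no-enzyme negative control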
# beta cell repl – inducers of beta-cell replication in MIN6 cells | MIN6 cells proliferation, ATPlite luminescence, 48 h; cells starved in 0.2% serum; 100% = growth in 10% serum | proliferation, % at 10 µM | actives 0.29% (n = 330,000) | AID 2380;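 active means compounds whose signal lies at least 3.5 SD above the mean of all wells on their plate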;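 further: 0% = DMSO-treated cells in low-serum medium and 100% = 10% serum control; some compounds called inactive have numbers as strong as hits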
# A3A deaminase – inhibitors of human APOBEC3A DNA deaminase | P31941 | recombinant A3A, FAM/TAMRA ssDNA deamination fluorescence | inhibition, % at 20 µM | actives 0.41% (n = 330,000);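 active means at least 40% inhibition at 20 µM here, with at most 30% in a related deaminase screen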;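 further: plate controls were A3A with DMSO for no effect and wells lacking A3A enzyme for full effect; some results filed as inactive read as strong as hits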
# Target sequence (P31941 whole entry, looked up): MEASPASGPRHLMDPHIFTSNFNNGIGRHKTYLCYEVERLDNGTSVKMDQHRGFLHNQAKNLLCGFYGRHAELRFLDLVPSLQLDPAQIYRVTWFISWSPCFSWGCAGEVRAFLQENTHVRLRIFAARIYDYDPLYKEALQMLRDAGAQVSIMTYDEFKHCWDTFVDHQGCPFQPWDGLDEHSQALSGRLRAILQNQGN
# mIAP inh – blocks mouse intestinal alkaline phosphatase; purified mouse IAP, CDP-Star luminescence, 30 min; inhibition, % at 10 µM; actives 0.2% (n = 330,000);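 active means inhibition of at least 40% at 10 µM in the primary screen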;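 further: plate controls were DMSO with enzyme for no effect and no enzyme wells for full effect; values of inactives mirror those of a sister screen read the other way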
# NLRP3 yeast inh – NALP3 inhibition in yeast. inhibition, % at 10 µM. actives 0.39% (n = 330,000). Yeast reconstituted NLRP3/ASC/caspase-1, beta-gal luminescence, 24 h. AID 2825;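 active means inhibition of 50% or more; inactive means inhibition below 50%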;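 further: plate controls were induced DMSO wells for no effect and uninduced yeast grown without galactose for full effect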
# APOBEC3G inh – APOBEC3G (human) deaminase inhibition; actives 0.28% (n = 330,000); inhibition, % at 20 µM; Q9HC16; recombinant A3G, ssDNA deamination FAM/TAMRA fluorescence;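 active means inhibition of at least 40% at 20 µM, with no more than 30% in the related APOBEC3A deaminase screen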;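 further: plate controls were DMSO wells with A3G for no effect and wells lacking A3G enzyme for full effect; some compounds called inactive have numbers as strong as hits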
# SENP1 FRET inh – SENP1 (human) catalytic domain inhibition. actives 0.21% (n = 360,000). inhibition, % at 10 µM. Q9P0U3. AID 624204. recombinant SENP1 catalytic domain, CyPet-SUMO1-YPet FRET cleavage;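 active means inhibition at least 30% at 10 µM, raw YFP signal under a set limit, fluorescence ratio 0.5 to 1.5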;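 further: 0% = enzyme with DMSO and 100% = no enzyme wells; some results filed as inactive read as strong as hits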
# Target sequence (Q9P0U3 419-644 limits assumed): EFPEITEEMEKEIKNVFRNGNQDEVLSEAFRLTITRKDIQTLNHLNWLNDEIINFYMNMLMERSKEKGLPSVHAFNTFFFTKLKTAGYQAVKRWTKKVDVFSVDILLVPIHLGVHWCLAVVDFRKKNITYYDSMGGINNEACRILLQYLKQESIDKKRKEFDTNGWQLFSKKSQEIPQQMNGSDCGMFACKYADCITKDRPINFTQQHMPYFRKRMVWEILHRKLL
#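 Compound: 10 µM single point, 0.5% DMSO; Test system: hSENP1 catalytic domain, recombinant; Timing: 50 min reaction at room temperature; Technique: FRET, CFP and YFP emission; Control set: no-enzyme wells low, DMSO-plus-enzyme wells high control.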
# hIAP inh – blocks human intestinal alkaline phosphatase | purified IAP, CDP-Star luminescence, 30 min | inhibition, % at 10 µM | actives 0.12% (n = 330,000) | AID 2544;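 active means inhibition reaching a set limit with compound at 10 µM in the primary screen, cut at about 35% in these data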;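 further: plate controls were DMSO wells with enzyme for no effect and no-enzyme buffer wells for full effect; values of inactives mirror those of a sister screen read the other way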
# Target sequence (P09923 whole entry, looked up): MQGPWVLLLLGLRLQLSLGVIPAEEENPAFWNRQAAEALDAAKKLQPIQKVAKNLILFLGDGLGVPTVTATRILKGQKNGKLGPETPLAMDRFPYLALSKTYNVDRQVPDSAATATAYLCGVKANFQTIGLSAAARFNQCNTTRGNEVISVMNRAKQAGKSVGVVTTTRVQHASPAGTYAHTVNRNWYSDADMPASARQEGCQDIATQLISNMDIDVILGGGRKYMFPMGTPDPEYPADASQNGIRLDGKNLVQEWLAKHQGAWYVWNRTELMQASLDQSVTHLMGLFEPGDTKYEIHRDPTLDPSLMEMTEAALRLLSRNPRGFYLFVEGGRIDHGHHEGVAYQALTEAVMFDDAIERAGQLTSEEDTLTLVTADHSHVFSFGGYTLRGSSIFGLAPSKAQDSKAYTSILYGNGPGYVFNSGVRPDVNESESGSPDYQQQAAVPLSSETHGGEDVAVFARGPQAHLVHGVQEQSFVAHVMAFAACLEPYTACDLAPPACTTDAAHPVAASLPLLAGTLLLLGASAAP
# hIAP act – human IAP activation | P09923 | purified human IAP, CDP-Star luminescence, 30 min; stronger effect = higher value; 1 = vehicle-only enzyme, 0 = enzyme-free background | activation factor at 10 µM | actives 0.16% (n = 330,000) | AID 2524;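 active means activation factor of the enzyme at least 2-fold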; further: the source names both 10 and 20 µM as test concentration; values of inactives mirror those of a sister screen read the other way
# An asterisk follows results filed as active; nt = not tested or not shown. The list is partial; rates above refer to the full screens.
SMILES,mIAP act,beta cell repl,A3A deaminase,mIAP inh,NLRP3 yeast inh,APOBEC3G inh,SENP1 FRET inh,hIAP inh,hIAP act
CCn1ncc(C2=NOC(C(=O)Nc3ccc(C)cc3)C2)c1C (configuration not stated),1.1,-3,-8,-12,6,-10,0,-2,1
CCCCn1c(-c2ccc([N+](=O)[O-])cc2)n[nH]c1=S,1,-5,-17,-2,19,48*,4,-8,1.1
COc1cc(NC(=O)CSc2nnc(-c3cc(C)on3)o2)cc(OC)c1,1.1,-2,2,-11,-5,-5,1,20,0.8
NC(=O)COc1ccc(/C=N/NC(=O)C2CCCN2S(=O)(=O)c2ccc(Cl)cc2)cc1 (configuration not stated),1,0,-1,-4,-9,-11,2,-64,1.6
O=C(CSc1ncnc2c1cnn2-c1ccc(F)cc1)NCC1CCCO1 (configuration not stated),0.99,-3,13,1,13,-2,-1,-10,1.1
Clc1cccc(C2CCN(Cc3nc(COc4ccccc4)no3)C2)c1 (configuration not stated),0.98,0,-1,2,19,5,-6,13,0.87
N#CCOc1coc(CN2CCN(c3ccccc3)CC2)cc1=O,0.97,-1,0,3,8,-4,0,-2,1
O=C(O)c1cccc(NS(=O)(=O)c2ccc(Oc3ccc(S(=O)(=O)Nc4cccc(C(=O)O)c4)cc3)cc2)c1,0.96,1,-3,4,20,-4,1,17,0.83
Cc1ccc(C(=O)COC(=O)c2cnccn2)cc1C,1,-1,-1,-2,-12,-5,nt,6,0.94
COc1ccccc1NC(=S)NNC(=O)c1ccncc1,0.77,0,-5,23,14,-4,-1,20,0.8
Oc1ccc2ccccc2c1CNn1cnnc1,1,-1,-6,0,4,-9,-1,-5,1.1
Cc1c(C(=O)OCC(=O)NC2CCCCC2)oc2ccccc12,0.98,0,-2,2,16,-8,1,13,0.87
O=C(COC(=O)c1cccc(S(=O)(=O)N2CCCCCC2)c1)Nc1ccccc1,0.95,-4,-1,4,27,-5,0,5,0.95
O=C(NN1C(=O)C2C3C=CC(C4CC34)C2C1=O)c1cccc(Br)c1 (configuration not stated),0.93,-2,1,7,1,-2,2,4,0.95
COc1ccccc1NC(=O)CN1CCN(CC(=O)Nc2ccc(F)cc2F)CC1,0.95,0,2,5,26,-4,1,-7,1.1
COc1ccccc1NC(=O)C1(c2ccccc2)CCCC1,0.92,-1,-1,8,26,-8,1,14,0.86
COc1cccc(-c2cc(C(=O)NC3CCCCC3)no2)c1,0.98,1,1,2,34,-12,1,16,0.84
CCc1noc(C)c1C(=O)Nc1nc2c(C)cc(C)cc2s1,0.89,-3,0,11,72*,-4,2,-5,1.1
CCCCn1cc2c(c1-c1cccc(C)c1)c(=O)n(C)c(=O)n2C,0.96,0,-4,4,14,-10,-2,3,0.97
O=C(CSc1ncnc2ccccc12)c1cccs1,0.91,-3,-1,9,17,8,-176,-19,1.2
CCn1c(SCC(=O)NCC(=O)Nc2ccc(F)cc2)nnc1-c1cccs1,0.93,0,-1,7,4,-10,0,-15,1.2
Nc1c(N(CCC2=CCCCC2)C(=O)c2ccccc2F)c(=O)[nH]c(=O)n1Cc1ccccc1,1,-3,-3,-4,0,-8,-11,-6,1.1
Cc1ccc(NC(=O)COC(=O)/C(=C/c2cccs2)c2cccs2)cc1S(=O)(=O)N(C)C,0.86,0,0,14,21,-6,-4,7,0.93
CCc1ccccc1N(C(=O)c1snc(C(N)=O)c1N)C(C(=O)NCC1CCCO1)c1ccc(C)o1 (configuration not stated),1.1,-1,1,-8,13,-8,-43,12,0.88
O=C(CNC(=O)c1ccc2c(c1)OCCO2)N/N=C/c1ccco1,0.99,0,0,1,4,-6,0,18,0.82

# Overlap with the part before: 4 compounds; new compounds follow.
SMILES,mIAP act,beta cell repl,A3A deaminase,mIAP inh,NLRP3 yeast inh,APOBEC3G inh,SENP1 FRET inh,hIAP inh,hIAP act
Nc1c(N(CCC2=CCCCC2)C(=O)c2ccccc2F)c(=O)[nH]c(=O)n1Cc1ccccc1,1,-3,-3,-4,0,-8,-11,-6,1.1
Cc1ccc(NC(=O)COC(=O)/C(=C/c2cccs2)c2cccs2)cc1S(=O)(=O)N(C)C,0.86,0,0,14,21,-6,-4,7,0.93
CCc1ccccc1N(C(=O)c1snc(C(N)=O)c1N)C(C(=O)NCC1CCCO1)c1ccc(C)o1 (configuration not stated),1.1,-1,1,-8,13,-8,-43,12,0.88
O=C(CNC(=O)c1ccc2c(c1)OCCO2)N/N=C/c1ccco1,0.99,0,0,1,4,-6,0,18,0.82
O=C(Nc1nc2c(s1)CCCC2)c1nn(Cc2ccccc2)c(=O)c2ccccc12,0.93,-4,9,7,-4,3,0,11,0.89
C=CCn1c(N)cc(=O)nc1SCC(=O)N(c1ccccc1)c1ccccc1,0.91,1,2,9,16,2,1,8,0.92
COc1ccc(OC)c(NC2c3ncccc3C(=O)N2Cc2ccco2)c1 (configuration not stated),0.98,-2,3,2,4,-2,5,25,0.75
CCS(=O)(=O)NCc1cn2c(C)csc2n1,0.94,-2,-18,6,10,-7,-1,-20,1.2
COC(=O)COC(=O)c1ccc(-n2nnnc2SC)cc1,1.1,0,-2,-8,18,-6,2,-6,1.1
COC(=O)C1=CNC=C(C(=O)OC)C1c1cccc2ccccc12,1.1,0,-1,-14,15,-5,-22,-2,1
CC(C)NC(=O)N(C)C[C@H]1Oc2c(NS(=O)(=O)c3cccs3)cccc2C(=O)N([C@H](C)CO)C[C@@H]1C,0.96,-2,-3,4,-2,-9,1,10,0.9
Cc1ccc(CNC(=O)C2CCN(C(=O)c3cccc(Cl)c3)CC2)cc1,0.96,-2,-2,4,-4,-4,3,13,0.87
CC(C)c1onc(C(=O)NC2CCCCC2)c1[N+](=O)[O-],0.93,-6,-3,7,12,-1,2,12,0.88
COc1ccc(OC)c(N=C2SCCCN2C(=O)c2ccc(N3C(=O)CCC3=O)cc2)c1,1,-2,-3,-2,18,-11,nt,-16,1.2
CCN(CC)CCNC(=O)NC1CCCCC1,0.97,3,-2,3,15,-5,-2,-8,1.1
O=C(Nc1cccc(-c2cccc(Cl)c2)c1)C1CCN(Cc2ccccn2)CC1,2,-6,-5,-98,19,-4,-3,-50,1.5
CSc1ccccc1NC(=O)CNCCCN1CCOCC1,1,2,-7,-3,-13,-10,3,-17,1.2
CCCOc1ccc(C(C)=O)cc1Cc1c(O)nc(SC)[nH]c1=O,0.79,-4,-3,21,-5,-6,-2,-6,1.1
O=C(CCn1c(=O)c2sccc2n(CC(=O)NCc2ccco2)c1=O)NCc1ccccc1,0.97,3,4,3,2,-2,0,-11,1.1
CCOC(=O)c1[nH]c(Cc2[nH]c(C(=O)OCC)c(C)c2CCC(=O)OC)c(CCC(=O)OC)c1C,0.92,-3,1,8,14,-3,-3,10,0.9
CCCn1c(=O)c(C(=O)NNC(=O)c2ccccc2Cl)c(O)c2ccccc21,0.93,0,1,7,22,2,-1,-49,1.5
COc1cc(OC)c2ccc(=O)oc2c1C(CCN1CCN(c2ccccc2)CC1)c1ccc(N(C)C)cc1 (configuration not stated),0.97,-5,-5,3,14,-9,1,12,0.88
Cc1ccc(-n2ccnc(SCC(=O)NC3CCCC3)c2=O)cc1Cl,0.75,3,-3,25,7,2,-1,-24,1.2
CN(C(=O)c1ccccn1)c1nnc(-c2cnccn2)s1,0.93,-2,0,7,21,2,1,17,0.83
CC12COC3(C(=O)Nc4ccc(Cl)cn4)CC1CCC32C (configuration not stated),0.98,-3,3,2,10,-2,1,6,0.94
COc1ccc(N2CCN(C(=O)COc3ncnc4ccccc34)CC2)cc1,0.96,-2,-1,4,11,-7,-1,-7,1.1
COC(=O)c1ccc(SCC(=O)NCc2ccccc2)c([N+](=O)[O-])c1,0.85,-2,-4,15,4,-5,1,8,0.92
COc1cccc(-c2nc(CS(=O)CC(=O)NC3CCCCC3)c(C)o2)c1 (configuration not stated),1.1,-3,-6,-10,10,-11,1,-8,1.1
COc1cccc(C(=O)NC2CCSC2=O)c1 (configuration not stated),1,0,-4,-1,-10,-8,1,23,0.77
# (next part)
SMILES,mIAP act,beta cell repl,A3A deaminase,mIAP inh,NLRP3 yeast inh,APOBEC3G inh,SENP1 FRET inh,hIAP inh,hIAP act
CSc1nc(C)cc(OCCO)n1,0.96,1,14,4,3,4,-2,7,0.93
Cc1cc(C)cc(N(CC(=O)N2CCN(c3ccccc3)CC2)S(=O)(=O)c2c(C)noc2C)c1,0.95,-5,-2,5,-6,-6,5,12,0.88
CN1CCN(NC(=O)c2cccc(C(F)(F)F)c2)CC1,0.94,-1,1,6,5,-7,0,-2,1
Cc1ccc2nc(-c3ccc(NC(=O)C4CCCO4)cc3)[nH]c2c1 (configuration not stated),1.1,-6,10,-13,18,0,1,0,1
CN(c1ccccc1)S(=O)(=O)c1cccc(NC(=O)c2cccc(C#N)c2)c1,0.92,-4,15,8,15,-1,0,2,0.98
O=S(=O)(c1ccccc1)N1CCN=C1SCc1ccccc1,0.94,-2,-3,6,16,-3,0,-20,1.2
CC(=O)Nc1nnc(SCC(=O)N2CCN(Cc3ccccc3)CC2)s1,0.97,3,-2,3,3,-5,0,0,1
CCCCNC(=O)CCSc1nc2nc(C)cc(C)n2n1,0.92,-1,0,8,9,-7,1,13,0.87
O=C(O)c1ccc2c3c(cccc13)C(=O)N(c1cccc3ccccc13)C2=O,0.81,2,1,19,26,-6,-1,-2,1
CS(=O)(=O)N(CC(=O)N1CCCC1)c1cccc(Cl)c1Cl,0.98,0,-3,2,13,-6,4,-7,1.1
CCOc1cc(CNc2ccc(Br)cc2)cc(Br)c1OCC(=O)NC(C)(C)C,1.1,-3,5,-15,10,-3,1,4,0.96
CN(Cc1nc2ccccc2[nH]1)C(=O)C1CCC(=O)N(CCc2cccc(F)c2)C1 (configuration not stated),0.93,3,-4,7,8,-8,0,-20,1.2
COc1ccc(-n2nc(C(=O)NCC(=O)N3CCN(Cc4ccccc4)CC3)c3ccccc3c2=O)c(OC)c1,1,0,-7,-1,8,3,-1,1,0.99
O=C(/C=C/c1ccco1)c1ccccc1O,0.87,-3,0,13,10,-3,3,-9,1.1
Cc1ccc(C2OCC3(CO2)COC(c2ccc(C)cc2)OC3)cc1 (configuration not stated),1.1,-4,0,-6,-11,-6,3,5,0.95
CCOCCCNC(=O)CSc1nnc(-c2ccc(S(=O)(=O)N3CCCC3)cc2)n1C,1,-1,1,0,18,-4,-2,5,0.95
Cc1ccc(SCCNC(=O)/C=C/c2cccc([N+](=O)[O-])c2)cc1,0.83,0,2,17,22,-3,0,7,0.93
Cc1ccc2nc(Cl)c3cc(C(=O)N(CCN(C)C)Cc4ccco4)sc3c2c1,0.94,-6,1,6,14,-1,-3,15,0.85
Cc1ccc(C(=O)N/C(=C\c2ccc(-c3ccc([N+](=O)[O-])cc3)o2)C(=O)NC2CCS(=O)(=O)C2)cc1 (configuration not stated),0.97,3,-2,2,15,-5,-24,16,0.84
c1ccc(N2CCN(c3ccccc3)C2c2ccncc2)cc1,0.98,-1,-2,2,11,-1,2,1,0.99
Cc1occc1-c1nnc(SCC(=O)Nc2ccccn2)o1,1.1,-3,3,-10,-5,-9,1,-26,1.3
CCn1c(N2CCN(C(=S)Nc3ccc(OC)cc3)CC2)nc2ccccc21,1,-4,-2,0,22,-9,1,-2,1

# Source: PubChem BioAssay (Sanford-Burnham Center for Chemical Genomics)
